TEAD-YAP block: TEAD-YAP interaction inhibition; HEK-TIYL cells, TEAD-Gal4/YAP UAS-luciferase luminescence; inhibition, % at 9.12 µM; 640,000 compounds, 1.4% hits; AID 1259422; in the data active means inhibition above about 32%;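 further: 0% = median of test compound wells and 100% = reference inhibitor wells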
MITF primary: blocks human microphthalmia-associated transcription factor; O75030; 650,000 compounds, 0.91% hits; AID 1259374; AlphaScreen MITF homodimerization, bead proximity signal; inhibition, % at 2.6 µM; in the data active means inhibition above about 50%;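 further: 0% = vehicle wells with protein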
GPR151 activ: activators of human GPR151. activation, % at 11.2 µM. 650,000 compounds, 1% hits. PathHunter beta-arrestin GPR151 cells, luminescence. Q8TDV0; in the data active means activation above about 4.9%;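 further: 0% = median of compound wells and 100% = cells with positive control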
FBW7 act: activators of human E3 ligase FBW7; Q969H0; AlphaScreen FBW7–phospho-cyclin E peptide binding, activator screen; normalized activity (activation), % at 26.1 µM; 650,000 compounds, 0.13% hits; in the data active means normalized activity above about 1.9%;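 further: purified mutant Fbw7 with reduced substrate affinity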
Target sequence (Q969H0 whole entry, looked up): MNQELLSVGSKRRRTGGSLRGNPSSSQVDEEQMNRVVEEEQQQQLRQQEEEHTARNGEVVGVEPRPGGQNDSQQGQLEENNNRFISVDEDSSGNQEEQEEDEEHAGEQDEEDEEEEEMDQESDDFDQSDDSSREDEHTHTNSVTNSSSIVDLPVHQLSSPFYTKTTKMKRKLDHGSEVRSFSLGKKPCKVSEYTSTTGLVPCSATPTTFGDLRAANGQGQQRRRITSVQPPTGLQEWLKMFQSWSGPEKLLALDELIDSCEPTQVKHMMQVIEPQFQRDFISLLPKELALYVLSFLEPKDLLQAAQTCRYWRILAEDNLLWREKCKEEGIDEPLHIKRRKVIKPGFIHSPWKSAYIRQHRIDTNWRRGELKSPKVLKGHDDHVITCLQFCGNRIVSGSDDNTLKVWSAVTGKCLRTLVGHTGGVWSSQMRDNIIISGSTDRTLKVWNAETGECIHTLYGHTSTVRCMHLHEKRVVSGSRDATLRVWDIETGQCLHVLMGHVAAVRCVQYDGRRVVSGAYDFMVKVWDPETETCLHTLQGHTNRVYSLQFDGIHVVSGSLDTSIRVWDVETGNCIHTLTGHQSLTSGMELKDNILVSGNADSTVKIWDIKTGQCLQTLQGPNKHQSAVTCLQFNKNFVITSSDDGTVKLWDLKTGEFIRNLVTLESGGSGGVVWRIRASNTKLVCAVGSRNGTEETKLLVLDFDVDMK
The depositor's hits bear a star. Rows were taken by chance; about 3.4% have a hit in one of these screens.

SMILES	TEAD-YAP block	MITF primary	GPR151 activ	FBW7 act
O=C1[C@H]2CN(CCc3ccccc3)CCN2C(=O)[C@H]2CCCN12	-12	-5	0.0	0.1
C=CCNC(=O)c1ccccc1NC(=O)Nc1cccc(Cl)c1	-6	8	-0.6	0.1
O=C(Nc1ccc(N2CCCCC2)c([N+](=O)[O-])c1)c1ccco1	-56	14	-0.8	0.1
COc1ccc(-c2nnc(SCC(=O)NCCc3ccc(OC)c(OC)c3)nc2-c2ccc(OC)cc2)cc1	3	18	-0.4	0.4
CCN(CC)c1ccc(-c2nc3cnccn3c2NCCOC)c(OC)c1	7	-12	0.2	-0.1
O=C(CCCn1nnc2ccccc2c1=O)NCc1ccco1	-5	2	2.7	0.0
CCN1C(=O)c2ccccc2S(=O)(=O)c2ccc(C(=O)NC3CCCC3)cc21	-3	12	0.5	-0.1
COc1ccc(/C=N/Nc2ccc(Cl)c(C(=O)O)c2)cc1OCC(N)=O	-14	11	-1.0	0.1
C=CCSc1nnc2c(n1)OC(c1cccc(C)n1)Nc1ccc(Br)cc1-2 (stereo not drawn)	-9	-5	0.6	-0.1
O=C(Nc1ccc(F)cc1)c1cc2ccccc2cc1O	-48	1	-0.2	-0.1
O=C(NCC1Cc2cc(-c3ccsc3)cc(Cl)c2O1)c1ccccn1 (stereo not drawn)	-44	4	-0.8	-0.1
Cc1cc(C)cc(N(C(=O)C2CC2)C2C=CS(=O)(=O)C2)c1 (stereo not drawn)	8	5	0.3	-0.1
Cc1ccc(NS(C)(=O)=O)c(Br)c1	1	9	1.6	0.0
Cc1ccc(/C=C(/C#N)C(=O)OC(C)C)s1	-36	6	0.7	-0.1
O=C(NCc1nc(-c2ccc(Cl)cc2)no1)C1CCCCC1	-6	8	1.0	0.2
COc1ccc(Br)cc1CNC(=O)c1noc2c1CCCC2	-6	13	-0.2	0.7
c1ccc(-c2cc(-c3ccccc3)n3ncc(-c4ccccc4)c3n2)cc1	-29	-10	-0.6	0.1
CCCCN(C)S(=O)(=O)c1ccc(C(=O)Nc2sc3c(c2C(N)=O)CCN(CC)C3)cc1	4	0	1.4	-0.1
CCOc1ccc(C2Nc3ccccc3NC3=C2C(=O)CC(c2ccc(OC)cc2)C3)cc1OC (stereo not drawn)	-12	-5	-0.3	0.0
O=C(c1ccccc1)c1cc(NC(=O)c2cc(Br)cc(Br)c2O)ccc1Cl	7	9	1.4	0.2
O=S(=O)(c1ccc(NC(=S)NN=C2CCCCC2)cc1)N1CCOCC1	-6	12	-0.1	-0.1
COC(=O)C1=C(C)N=c2s/c(=C\c3cccnc3)c(=O)n2C1c1ccccc1OC(C)C (stereo not drawn)	-6	-11	1.0	0.0
COc1ccc(NC(=O)CN2CCN(CC(=O)Nc3ccc4c(c3)OCO4)CC2)cc1	4	7	-1.1	-0.2
COc1ccc2nc(NCCCNC(=O)c3ccccc3F)c(C#N)cc2c1	-11	-4	1.3	0.8
Cc1c(C(=O)Nc2ccccc2C(F)(F)F)sc2ncn(CC(=O)N3CCC(C)CC3)c(=O)c12	0	8	1.4	0.1
O=C(Cc1cn(-c2ccc(Oc3ccccc3)nn2)c2ccccc12)Nc1ccc(N2CCOCC2)cc1	7	8	-0.8	0.0
Cc1sc2ncn(CC(=O)N3CCC(C(N)=O)(N4CCCCC4)CC3)c(=O)c2c1C	7	8	0.9	-0.1
CC[C@@H](C(=O)[C@@H](C)[C@@H](O)[C@H](C)CCc1ccc(C)c(O)c1C(=O)O)[C@H]1O[C@](CC)([C@H]2CC[C@](O)(CC)[C@H](C)O2)C[C@@H]1C	31	-4	21*	0.0
COc1cc(NC(=O)c2cc3ccccc3o2)c(OC)cc1Cl	7	-4	1.0	0.3
CC1(c2ccccc2)C(=O)OC(C#N)C12CCCCC2 (stereo not drawn)	4	-7	-0.5	-0.1
COc1ccc(NC(=O)Nc2ccc(OC)cc2)cc1	-28	19	0.3	1.0
Cc1nn(C)c(C)c1NC(=O)CCl	-8	0	0.0	0.1
NS(=O)(=O)c1cc2c(cc1Cl)NC(c1ccc(Cl)cc1)NS2(=O)=O (stereo not drawn)	-1	-5	0.3	0.3
COc1nccnc1NS(=O)(=O)c1ccc(N/C=C/C(=O)c2ccccc2)cc1	-7	8	2.7	0.1
CCOC(=O)c1c(C)c(C(=O)Nc2ccc(C(=O)OC)cc2)c(C)n1CC	-4	3	0.8	-0.2
Cc1cc2[nH]c(=O)c(=O)[nH]c2cc1S(=O)(=O)Nc1ccccc1F	-7	-12	2.3	0.1
O=C(COC(=O)CCN1C(=O)c2ccccc2C1=O)Nc1ccccc1[N+](=O)[O-]	0	2	-1.5	-0.1
COc1ccc(Cc2nnc(NC(=O)Cc3ccccc3)s2)cc1	0	9	0.6	-0.2
C/C(CC(=O)NCc1ccccc1)=N\NC(=O)c1cc(Cl)ccc1O	-20	7	0.1	0.0
NS(=O)(=O)c1cccc(NS(=O)(=O)c2ccc(Cl)c([N+](=O)[O-])c2)c1	4	17	-0.9	0.0
OC1(c2ccccc2)CCN(Cc2ccccc2)C1 (stereo not drawn)	7	14	-0.4	0.0
CN(C)CCOC(=O)c1ccc(C(C)(C)C)cc1	-9	5	-0.8	0.0
COc1ccc(-c2nc(-c3cc4cc(Cl)ccc4oc3=O)cs2)cc1	-4	-2	0.8	-0.1
O=C(CSC(=S)N1CCCCC1)c1ccc([N+](=O)[O-])cc1	-32	20	6.1*	0.2
CCn1c(SCC(=O)Nc2cc(Cl)ccc2OC)nc2c(c1=O)SC(C)C2 (stereo not drawn)	10	9	0.1	-0.5
CCOc1cccc(C(=O)N(Cc2ccc(F)cc2)C2CCS(=O)(=O)C2)c1 (stereo not drawn)	13	-5	-0.2	0.1
COc1ccccc1NC(=O)c1c(NC(=O)c2ccncc2)sc2c1CCCCC2	-1	6	0.7	0.0
O=C(CCCN1C(=O)/C(=C\c2cccs2)SC1=S)NNC(=O)c1ccc(F)cc1	11	1	0.9	0.1
O=C(OCc1ccc([N+](=O)[O-])cc1)c1ccccc1I	-13	5	-0.8	0.1
COc1ccccc1C(=O)Nc1ccc2nn(-c3cccc(Cl)c3)nc2c1	-1	6	1.0	0.2
COc1ccc(C2=N/C(=C\c3cc(C#N)n(C)c3C)C(=O)O2)cc1	9	13	1.8	0.1
CC(=O)C/C(C)=N/NC(=O)c1ccc(-c2ccccc2)cc1	-8	0	-0.3	0.0
Cc1ccc(S(=O)(=O)N2CCN(S(=O)(=O)c3ccccc3)C2)cc1	-18	6	1.8	-0.3
Cc1ccc(COc2c(Br)cc(/C=C(\C#N)c3nc4ccc(C)cc4[nH]3)cc2Br)cc1	3	7	0.2	-0.2
Cc1nc(SCc2ccccc2)[nH]c(=O)c1CC(=O)N1CCN(c2ncccn2)CC1	1	5	-1.6	0.1
N#C/C(=C/Nc1cccc(F)c1)c1nc(-c2ccc([N+](=O)[O-])cc2)cs1	-4	4	0.9	0.1
COC(=O)c1ccc(CSc2nccc(=O)[nH]2)cc1	-2	5	-0.8	-0.1
CC(=O)NS(=O)(=O)c1ccc(NC(=O)c2cccc3ccccc23)cc1	-10	5	0.4	0.2
C[C@H]1NC(=O)[C@@H]2C[C@H](NC(=O)NC3CCCCC3)CN2C1=O	0	9	1.0	-0.1
O=S(=O)(NCCc1ccsc1)c1ccccc1	6	-18	0.1	0.1

More records follow.
SMILES	TEAD-YAP block	MITF primary	GPR151 activ	FBW7 act
Cc1ccc(C(=O)CC2(O)C(=O)N(CCc3ccccc3)c3ccccc32)c(C)c1 (stereo not drawn)	-3	21	-0.7	1.0
C#CC(CC)(CC)NC(=O)Nc1cccc(C(C)=O)c1	-6	-11	0.0	0.2
C/C(=N\NS(=O)(=O)c1ccc(Br)cc1)c1ccc(Cl)s1	3	11	0.4	0.0
Cc1cc(C)c(NC(=O)C2C3c4ccccc4C(c4ccccc43)C2C)c(C)c1 (stereo not drawn)	14	15	0.1	-0.1
CCOc1ccc(C(=O)Nc2c3c(nn2-c2cccc(C)c2C)CS(=O)(=O)C3)cc1OCC	-10	6	-1.5	-0.1
O=C1c2ccccc2-c2c(F)c(F)c(F)c(F)c21	6	-12	1.9	-0.1
CC(CN1CCCC1)OC(=O)COc1ccccc1 (stereo not drawn)	9	14	-0.2	1.5
O=Cc1c(Nc2ccccc2Cl)nc2ccccn2c1=O	0	1	0.5	0.2
CCOC(=O)c1cc(CC)sc1NC1=NS(=O)(=O)c2ccccc21	-5	-30	-0.6	0.2
CCC(CO)Nc1ncnc2c1cnn2-c1cccc(C)c1 (stereo not drawn)	23	-3	0.9	-0.1
O=C(c1cc2ccccc2oc1=O)N(Cc1ccc(F)cc1)C1CC1	3	13	-0.8	1.1
COc1ccc(S(=O)(=O)NC(CO)C(=O)O)cc1 (stereo not drawn)	-5	-4	0.4	0.1
CC(Cc1c[nH]c2ccccc12)NC(=O)C1CC1 (stereo not drawn)	6	0	-0.6	0.2
CC(C)CC(=O)Nc1ccc(-c2cn3ccsc3n2)cc1	28	18	-2.7	-0.2
Cc1ccc2c(c1)NC(=O)C(CC(=O)NCCN1CCN(c3cccc(C)c3C)CC1)O2 (stereo not drawn)	1	5	-1.4	0.0

An excerpt of these results, as labelled records:
> O=Cc1c(Nc2ccccc2Cl)nc2ccccn2c1=O
  TEAD-YAP block: 0; MITF primary: 1; GPR151 activ: 0.5; FBW7 act: 0.2

> CCC(CO)Nc1ncnc2c1cnn2-c1cccc(C)c1 (stereo not drawn)
  TEAD-YAP block: 23; MITF primary: -3; GPR151 activ: 0.9; FBW7 act: -0.1

> CC(CN1CCCC1)OC(=O)COc1ccccc1 (stereo not drawn)
  TEAD-YAP block: 9; MITF primary: 14; GPR151 activ: -0.2; FBW7 act: 1.5

Looked up above:
O=C(c1cc2ccccc2oc1=O)N(Cc1ccc(F)cc1)C1CC1 – MITF primary: 13
CC(Cc1c[nH]c2ccccc12)NC(=O)C1CC1 (stereo not drawn) – TEAD-YAP block: 6

Rewritten as labelled records: part of the list above.
Compound: COc1ccc(S(=O)(=O)NC(CO)C(=O)O)cc1 (stereo not drawn)
  TEAD-YAP block: -5	MITF primary: -4	GPR151 activ: 0.4	FBW7 act: 0.1

Compound: CC(Cc1c[nH]c2ccccc12)NC(=O)C1CC1 (stereo not drawn)
  TEAD-YAP block: 6	MITF primary: 0	GPR151 activ: -0.6	FBW7 act: 0.2

Next part:
SMILES	TEAD-YAP block	MITF primary	GPR151 activ	FBW7 act
CCOc1cc(/C=C(\C#N)c2nnc3n2CCCCC3)ccc1O	1	14	-0.5	0.0
CCCN1C(=O)/C(=C/c2ccco2)SC1=S	-7	22	-1.2	0.0
O=C(Nc1cc(Oc2ccc3c(c2)CCC3)cc([N+](=O)[O-])c1)c1cnn2c1NC(c1ccco1)CC2C(F)(F)F (stereo not drawn)	-2	-6	-1.2	0.1
CC1CN(C(=O)N2CCC(C(=O)NCc3cccc(F)c3)CC2)c2ccccc2O1 (stereo not drawn)	10	2	3.1	0.6
CCCCC(=O)Nc1ccc(C(=O)NNC(=S)NC(=O)c2cccs2)cc1	-6	-4	-0.5	-0.5
O=S1(=O)N=C(CC2CCCCC2)Nc2ccccc21	6	-2	0.4	-0.1
COc1ccccc1NC(=O)Nc1nnc(C23CC4CC(CC(C4)C2)C3)s1	17	18	2.0	0.1
C/C(=C\C(=O)c1ccc(Br)cc1)Nc1ccc2c(c1)OCO2	-13	0	1.1	-0.1
O=C(CSc1nc2ccccc2n1CC(=O)N1CCOCC1)N1CCCC1	1	3	0.4	0.2
N/C(=N\OC(=O)c1ccc(Cl)c([N+](=O)[O-])c1)c1cccc([N+](=O)[O-])c1	3	-8	2.7	-0.1
COc1cc(/C=C2/C(=N)N3OC(C)=CC3=NC2=O)cc(Cl)c1OCc1ccccc1	6	0	-0.1	-0.3
O=C(NCC1CCCO1)c1cccc(F)c1 (stereo not drawn)	-3	5	-0.5	0.1
NC(=O)c1ccccc1NC(=O)C1C2CC3CC(C2)CC1C3 (stereo not drawn)	-8	21	-0.8	-0.1
Cc1sc2ncn(CC(=O)NCCCC(=O)N3CCC(Cc4ccccc4)CC3)c(=O)c2c1C	1	11	1.0	-0.2
C=CCOc1c(Cl)cc(C2C(C(=O)OC)=C(C)NC3=C2C(=O)c2ccccc23)cc1OC (stereo not drawn)	19	2	-1.5	-0.1

Part of the list above, reduced to FBW7 act and MITF primary.
| Compound | FBW7 act | MITF primary |
| --- | --- | --- |
| CCCCC(=O)Nc1ccc(C(=O)NNC(=S)NC(=O)c2cccs2)cc1 | -0.5 | -4 |
| O=S1(=O)N=C(CC2CCCCC2)Nc2ccccc21 | -0.1 | -2 |

(next part)
SMILES	TEAD-YAP block	MITF primary	GPR151 activ	FBW7 act
Cc1cc(C)c(OCCOCCN2CCOCC2)c(C)c1	-5	16	1.2	0.4
CC(C)N(CCNc1ncnc2c1nc(-c1ccccc1)n2C(C)C)C(C)C	1	5	1.7	0.0
C[C@@H](Cn1nc(-c2cccs2)oc1=O)NC(=O)C1(c2ccccc2)CC1	-3	-14	-0.4	0.0
CCc1ccc(C2CC(c3ccccc3)=NN2C(=O)CCC(=O)O)cc1 (stereo not drawn)	2	19	1.3	0.1
